# High-throughput results as filed in PubChem.
# P. falciparum M1AAP – malaria alanyl aminopeptidase activity blockers – biochemical, fluorogenic H-Leu-NHMec substrate, 1536-well (AID 1445); recombinant M1AAP, H-Leu-NHMec fluorogenic kinetic assay; higher % means a stronger effect; 220,000 compounds, 0.42% hits; inhibition, % at 30 µM, or IC50 in µM where a hit was titrated;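 active means primary inhibition above the hit cutoff, then over 50% inhibition at one or more dose response concentrations, cut at about 23% in these data, passing the limit was not always enough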;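 further: plate controls were DMSO full reaction for no effect and no enzyme background for full effect; strong numbers were not always called active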
# KOR beta-arrestin-1 – KOR antagonists, beta-arrestin recruitment, cell-based, luminescence, uHTS (AID 1778); KOR beta-arrestin recruitment, luminescence, antagonist mode; higher % means a stronger effect; inhibition, % at 10 µM, or IC50 in µM where a hit was titrated; 290,000 compounds, 0.091% hits; further: strong numbers were not always called active
# Dynein transport – blocks dynein driven cargo transport along microtubules | 220,000 compounds, 0.47% hits | 3617.4 mouse cells, GR-EGFP nuclear translocation imaging; test concentration mostly 20 µM; stimulated with dexamethasone, 1 µM; stronger effect = lower value | z-score, hits read low;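 active means plate z-score of nuclear minus cytoplasmic receptor signal below a set negative limit, without overly bright fluorescence or cell loss, cut at about -3.5 in these data, passing the limit was not always enough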;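 further: z-score of nuclear minus cytoplasmic ring GR-EGFP intensity difference per well; some compounds called inactive have numbers as strong as hits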
#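 Buffer or medium: Induction medium lacking tetracycline, stripped serum | Also added: Dexamethasone agonist, 1.0 µM final, for 30 min | Timing: 48 h induction, 1 h compound, 30 min dex at 37 °C | Detection: Formaldehyde fixation, Hoechst nuclear stain, 10x automated fluorescence imaging | Measure: Nuclear versus cytoplasmic GR-EGFP signal, averaged per well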
# AID2073 – inhibitors of Mint1-CaV2.2 protein interaction, biochemical, HTRF (AID 2073); HTRF protein-protein interaction, Mint1-CaV2.2; higher % means a stronger effect; inhibition, % at 20 µM, or IC50 in µM where a hit was titrated; 290,000 compounds, 0.19% hits; in the data active means inhibition mostly above about 51%, no sharp cut-off; further: some results filed as inactive read as strong as hits
# HEK293 NOD2/NF-kB – NOD2 signaling inhibitors, cell-based, luminescence, uHTS, HEK293 (AID 1566) | inhibition, % at 4 µM, or EC50 in µM where a hit was titrated | HEK293 NOD2/NF-kB luciferase reporter, luminescence; higher % means a stronger effect | 290,000 compounds, 0.63% hits; further: many of its hits are not listed in these tables
# KOR beta-arrestin-2 – KOR agonists, beta-arrestin recruitment, primary screen, cell-based, luminescence, uHTS (AID 1777). KOR beta-arrestin recruitment, luminescence; higher % means a stronger effect. one-dose activation, % at 10 µM; EC50 in µM for titrated hits. 280,000 compounds, 0.02% hits; in the data active means activation above about 50%, passing the limit was not always enough; further: a part of the inactive calls stands beside numbers as strong as those of hits
# NOD1 NF-kB reporter – NOD1 signaling inhibitors, primary screen, cell-based, luminescence, uHTS (AID 1578); NOD1-driven NF-kB luciferase reporter cells, luminescence; higher % means a stronger effect; inhibition, % at 4 µM; hits with a dose series show EC50 in µM; 290,000 compounds, 1% hits; in the data active means inhibition mostly above about 36%, no sharp cut-off; inactive means mostly below about 34%;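 further: HEK-293T reporter cells stimulated with the NOD1 agonist gamma-tri-DAP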
# GPR55 activation – GPR55 agonists via beta-arrestin recruitment, primary screen, imaging, U2OS cells, beta-arrestin-GFP redistribution (AID 1961). U2OS GPR55 beta-arrestin-GFP redistribution imaging; higher % means a stronger effect. activation, % at 10 µM, or EC50 in µM where a hit was titrated. 290,000 compounds, 0.048% hits;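 active means activation above 40% with more than 50 cells counted in the well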;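 further: U2OS osteosarcoma cells stably expressing GPR55 and beta-arrestin-GFP; plate controls were DMSO negative control for no effect and LPI positive control for full effect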
# P. falciparum M17LAP – P. falciparum M17LAP inhibitors, primary screen, biochemical, fluorogenic H-Leu-NHMec substrate, 1536-well (AID 1619). 220,000 compounds, 0.38% hits. inhibition, % at 30 µM, or IC50 in µM where a hit was titrated. recombinant M17LAP, H-Leu-NHMec fluorogenic kinetic assay; higher % means a stronger effect;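 active means compound inhibiting the enzyme by more than half at any dose during confirmatory dose-response retesting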;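 further: plate controls were full reaction with DMSO carrier for no effect and no enzyme background for full effect; strong numbers were not always called active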
# Dynein transport cytoplasmic EGFP – further read-out of Dynein transport, marked with its call; z-score; measured here: cytoplasmic GR-EGFP intensity; stronger effect = higher value
# Dynein transport nuclear GR-EGFP – recorded beside Dynein transport, whose call it bears; z-score; measured here: nuclear GR-EGFP intensity;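 lower value marks the stronger effect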
# Dynein transport cell count – recorded beside Dynein transport, whose call it bears; z-score; measured here: cell count per field
# * hit, by the source's call; . = not tested or not shown; & = joins results of further samples; [ ] = remark or other dose. Unless noted, no stated cut-off is given here; in the data, active means inhibition above about 50%; inactive means the rest.
SMILES,P. falciparum M1AAP,KOR beta-arrestin-1,Dynein transport,Dynein transport cytoplasmic EGFP,Dynein transport nuclear GR-EGFP,Dynein transport cell count,AID2073,HEK293 NOD2/NF-kB,KOR beta-arrestin-2,NOD1 NF-kB reporter,GPR55 activation,P. falciparum M17LAP
O=C(O)CCCCCNC(=O)c1ccc(C(=O)NCCCCCC(=O)O)cc1,-3%,1%,-0.53,-0.25,0.077,1.2,3%,29%,5.1%,-9%,-0.1%,0%
Cc1ccc(NC(=O)Cc2nnc(SCC(=O)NC3CCCC3)n2C)cc1C,.,16%,.,.,.,.,0%,6%,0.9%,-8%,-0.2%,.
CN1CCN(C2=Nc3ccccc3Oc3ccc(Cl)cc32)CC1,2%&-3%,7%&-7%,0.82,-0.28,0.8,0.35,-3%&-1%,2%&-16%,-3.7%&5.1%,-31%&-17%,0.2%&-0.5%,7%&-7%
CCn1cc(C(=O)O)c(=O)c2cc(F)c(N3CCN(C(=S)NC(=O)c4ccccc4Cl)CC3)cc21,4%,-5%,0.34,-0.25,0.6,0.42,3%,19%,.,-6%,0.3%,1%
CNS(=O)(=O)c1ccc(N=Cc2c(C)[nH]n(-c3ccc(C)cc3C)c2=O)cc1,4%,-29%,-1,-0.32,-0.24,0.71,3%,-15%,-2.0%,-44%,-0.5%,1%
CC(=O)c1ccc(OCc2ccc(Oc3c(Cl)cccc3[N+](=O)[O-])cc2)cc1,2%,-37%,0.22,-0.22,0.25,0.52,-5%,-5%,3.7%,34%,-0.3%,-17%
Cc1ccc2[nH]c(=O)c(CN(Cc3cccnc3)Cc3nnnn3CC3CCCO3)cc2c1 (centres undefined),-6%,1%,0.46,-0.23,0.65,0.18,29%,13%,1.8%,13%,-0.1%,-2%
CN(C)S(=O)(=O)c1cccc(-c2csc(=Nc3ccccc3)n2CCCN2CCOCC2)c1,7%,18%,1,-0.19,0.45,-0.84,-4%,21%,-3.8%,0%,-0.3%,8%
COc1cccc(-c2cc(-c3cccnc3)nc(N)c2C#N)c1,3%,3%,0.78,-0.065,0.85,-1,21%,9%,-1.8%,4%,-0.1%,-9%
O=C(c1sc2cccc(Cl)c2c1Cl)N1CCN(CCc2ccccn2)CC1,.,-21%,.,.,.,.,4%,-6%,-5.2%,-15%,-0.1%,.
CCc1c(C)c2c(C)nn(-c3ccccc3)c2oc1=O,10%,19%,-0.57,-0.27,-0.25,0.66,13%,14%,-3.4%,-43%,0.1%,2%
CSc1sc(C)cc1/C=N/O,3%,-5%,0.87,-0.23,1.6,-0.89,0%,19%,-2.8%,-4%,0.1%,2%
CCCCN(Cc1ccccc1)C(=O)c1cnc2n(c1=O)CCS2,10%,-31%,0.065,-0.42,0.32,1.2,-3%,-5%,2.9%,-8%,0.3%,1%
CCOc1cc(/C=N/Nc2nc(-c3cccs3)c(NC(C)=O)s2)ccc1O,21%,-15%,-0.09,-0.22,0.11,-0.66,-20%,12%,-3.6%,-3%,-0.3%,1%
Cc1ccc2c(cnn2C(=O)CCCC(=O)NCc2ccc(Cl)cc2)c1,.,8%[20 µM],.,.,.,.,13%,4%,-2.1%,-12%,-0.1%,.
O=C(Nc1cccc(C(=O)O)c1)/C(=C\c1ccccc1)NC(=O)c1ccccc1,5%,-40%,0.27,-0.33,0.17,0.17,4%,14%,3.1%,-1%,0.6%,12%
O=C(CCC1CCCN(Cc2ccc3c(c2)OCCO3)C1)NCc1ccc(F)c(F)c1 (centres undefined),6%,-16%,-0.69,-0.089,-0.21,0.2,-6%,18%,-1.1%,-20%,0.6%,-4%
CN(Cc1ccccn1)C(=O)C1CCC(=O)N(CCc2ccc(Cl)cc2)C1 (centres undefined),.,-21%,.,.,.,.,-3%,8%,-2.9%,10%,0.6%,.
O=S(=O)(Nc1ccc(S(=O)(=O)Nc2cccc3ccccc23)cc1)c1ccccc1,0%,-14%,0.13,-0.36,0.023,-0.049,-4%,-19%,18%,3%,-0.1%,4%
Cn1cnnc1SCC(=O)NCCc1ccc(Cl)cc1Cl,-6%,-35%,-0.36,0.33,0.13,0.32,2%,-24%,3.8%,-40%,0.2%,-4%
CC(C)=CCN1CCC(n2nccc2NC(=O)c2ccccc2Cl)CC1,.,5%,.,.,.,.,6%,-6%,0.8%,-27%,0.0%,.
C=C1CCC[C@]2(C)C[C@H]3OC(=O)C(CNCC(OC)OC)[C@H]3CC12 (some centres undefined),.,18%,.,.,.,.,2%,14%,-3.4%,-18%,0.2%,.
Cc1cc(C)cc(NC(=O)CSc2nc(N)c(NC(=O)c3ccc(Br)o3)c(=O)[nH]2)c1,.,-13%,.,.,.,.,-9%,7%,-0.9%,-14%,-0.2%,.
CCC(=O)NNc1ncnc2c1cnn2C,0%,6%,-0.56,-0.24,-0.54,1.1,-3%,-8%,-4.1%,-23%,0.9%,-9%
COc1cccc(OC)c1C(=O)Nc1ccc(N2CCN(C(=O)c3ccco3)CC2)cc1,.,2%,.,.,.,.,14%,1%,-0.9%,-27%,-0.1%,.

# Other compounds.
SMILES,P. falciparum M1AAP,KOR beta-arrestin-1,Dynein transport,Dynein transport cytoplasmic EGFP,Dynein transport nuclear GR-EGFP,Dynein transport cell count,AID2073,HEK293 NOD2/NF-kB,KOR beta-arrestin-2,NOD1 NF-kB reporter,GPR55 activation,P. falciparum M17LAP
CCSc1nc2ccccc2n1Cc1cccc([N+](=O)[O-])c1,4%,2%,0.6,-0.19,-0.1,-0.31,0%,21%,-1.9%,25%,-0.1%,11%
COC(=O)c1ccc(NC(=S)NCCc2ccccc2)cc1,2%,4%,.,.,.,.,-3%,14%,10%,-4%,-0.3%,-6%
Clc1ccccc1C1CC(c2ccccc2)Nc2ncnn21 (centres undefined),0%,21%,-1.5,-0.19,-0.57,0.29,-2%,-2%,-5.2%,-23%,-0.2%,0%
COCc1[nH]nc2c1C(c1ccnc3ccccc13)C(C#N)=C(N)O2 (centres undefined),6%,49%,-0.26,-0.11,0.28,-0.56,9%,-33%,-7.6%,14%,-0.2%,4%
COc1cccc(CN(C)C(=O)c2cc(-c3ccc(OC)c(OC)c3)nc3ccccc23)c1,.,6%,.,.,.,.,12%,28%,2.7%,4%,0.0%,.
C[C@@H]1NC(=O)c2cc([N+](=O)[O-])cc(I)c2NCC[C@@H](C(N)=O)NC(=O)[C@H](CC(N)=O)NC1=O,7%,-8%,0.51,-0.26,0.61,0.18,0%,12%,-0.4%,-30%,0.1%,17%
O=C(CCn1c(=O)sc2ccccc21)Nc1cccnc1,9%,10%,-2.7,0.63,-1.4,-1.3,15%,25%,17%,-15%,-0.3%,7%
O=S(=O)(Cc1ccccc1Cl)NCCOc1ccccc1,5%,-20%,-0.19,-0.2,0.058,0.63,-2%,1%,6.7%,4%,-0.2%,8%
CCC(=O)N(C)CCc1cc2c(c(OC)c1/C=N/NC(=O)c1ccncc1)OCO2,10%,-14%,-1.1,-0.27,-0.5,1.3,23%,0%,1.1%,-6%,-0.2%,13%
COc1ccc(Cn2ccnc2SCC(=O)Nc2ccccc2OC)cc1,.,-2%,.,.,.,.,33%,11%,2.0%,1%,-0.1%,.
Cc1cccc(NC(=S)NC(=O)CCc2ccccc2)c1,13%,-21%,0.93,-0.1,0.16,-0.36,-15%,-17%,4.1%,.,0.3%,13%
Cc1ccc(C(=O)Nc2c(C(=O)NCc3ccco3)cnn2-c2ccccc2)cc1,5%,4%,-0.77,-0.24,-0.23,0.82,-1%,12%,-0.4%,11%,-0.1%,4%
COc1ccc2oc(=O)c(C(=O)NCc3ccccn3)cc2c1,9%,20%,0.35,-0.24,0.57,-0.68,44%,-6%,-5.0%,-8%,0.6%,-43%
c1ccc2[nH]c(CCCc3nc4ccccc4[nH]3)nc2c1,.,-30%[20 µM],.,.,.,.,1%,14%,-0.6%,-19%,-0.1%,.
Cc1cc2oc3c(c(=O)c2cc1C)C(c1ccc(F)cc1)N(CCCN1CCOCC1)C3=O (centres undefined),8%,20%,0.86,-0.17,0.58,0.46,7%,13%,-1.1%,-38%,0.4%,-1%
O=C(COC(=O)CC12CC3CC(CC(Br)(C3)C1)C2)NC(=O)NCc1ccco1,4%,7%,-0.057,-0.21,-0.17,-0.028,0%,10%,2.1%,14%,0.2%,1%
Cc1ccc(C(=O)Nc2ccc3c(c2)OCCO3)cc1,.,8%,.,.,.,.,-2%,-108%,-3.1%,60%,0.3%,.
CC(=O)Nc1ccc(S(=O)(=O)NC2=NCN(c3cccc([N+](=O)[O-])c3)CN2)cc1,.,-10%,.,.,.,.,-6%,10%,-1.7%,6%,0.9%,.
CCNC(=O)NC(=O)CSc1ccccc1F,2%,-18%,0.14,-0.33,-0.23,0.52,1%,-1%,-4.2%,-25%,1.0%,-4%
Cc1ccc(CSc2ccc3nnc(-c4ccccn4)n3n2)cc1,10%,-18%,0.19,-0.19,-0.021,-0.059,8%,29%,-0.9%,-21%,-0.6%,-3%
O=C1CC(N2CCN(c3ccccn3)CC2)C(=O)N1c1ccc(Cl)cc1 (centres undefined),-4%,-7%,0.36,-0.14,0.96,-0.86,5%,-16%,-2.5%,-35%,-0.2%,6%
CC(NC(=O)CN1CCCC1)c1ccccc1 (centres undefined),.,-28%[20 µM],.,.,.,.,8%,12%,-1.4%,-26%,0.4%,.
c1ccc2nc3c(cc2c1)CCCCC3,11%,2%,0.43,-0.25,1.2,-1,2%,-19%,-3.0%,6%,0.1%,9%
C=CCNC(=O)NC(=O)COC(=O)/C=C/c1cccc([N+](=O)[O-])c1,-7%,-11%,-0.31,-0.16,0.36,0.53,-6%,11%,-2.3%,-6%,0.3%,2%
O=C(CSc1n[nH]c(=O)n1C1CC1)Nc1ccc(Cl)c(Cl)c1,4%,-10%,0.093,-0.2,-0.055,-0.46,8%,-10%,-0.3%,-12%,-0.6%,-10%
CC1(C)CC2(CCO1)OC(=O)CC2C(=O)Nc1ccccc1Cl (centres undefined),-5%,-18%,-0.45,-0.28,0.013,0.57,8%,2%,1.9%,-20%,-0.1%,2%
Cc1ccc(NC(=O)Nc2ccccc2)c(Br)c1,7%,-39%,-0.13,-0.27,0.077,-0.073,-4%,-47%,0.5%,-28%,0.6%,16%

# Some of the compounds tested; the hit share may differ from the screen's.
